Bioassay records (PubChem)
S-ASM inh: human S-ASM enzyme inhibition; P17405; placental ASM, HMU-PC fluorogenic substrate, 60 min; Potency, µM (titrated, usually from 57.5 µM), without a hit: top-dose activity change, negative = inhibition, hits mostly inhibitors; hit rate 0.006% among 340,000; AID 504937; note: potency is the fitted concentration of half-maximal effect
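HMU-PC0 cleavage (9 uM final) by human placental ASM, 60 min at 37 °C following 10 min compound exposure at RT; stopped at pH 10, fluorescence Ex 386/Em 447 nm.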
Integrin act MD: integrin-mediated muscular dystrophy alleviation activation | hit rate 0.064% among 350,000 | alpha7betagal myoblasts, beta-gal FDG fluorescence, 48 h | Potency, µM (highest dose often 38.3 µM), for inactives: at the top dose activation, usual class: activators;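 note: potency is the fitted concentration of half-maximal effect; 100% = response of the positive control SU9516; nearly all actives have a fitted effect of over 60% in size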
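alpha7betagal+/- myoblasts (passage 13, 250/well) treated 48 h at 37C with compounds at 1:260 dilution of DMSO stock. Lysed, then beta-galactosidase activity read as FDG fluorescence (ex 480/em 540) after 30 min, with pre-read for autofluorescence.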
MBNL1-CUG inh: inhibitors of human MBNL1 binding to CUG repeat RNA; Q9NR56; TR-FRET MBNL1-His/biotin-(CUG)12 binding, 665/545 ratio; Potency, µM (doses to about 57.5 µM), for inactives: at the highest dose activity change, negative = inhibition, most hits filed as inhibitors; hit rate 0.036% among 280,000; active = well fitted inhibition curve with a large enough effect in the signal ratio, with a control signal flat, not every such curve was filed as active; inconclusive = small, poorly fitted or top-dose-only effect, or effect the other way, or a change in a side signal; inactive = no such curve, though single readings can be large or run the other way; the % refers to the signal ratio; note: potency is the fitted concentration of half-maximal effect; % is set by controls: 0 for no effect and ±100 for the full control effect
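Inhibition of protein-RNA binding appears as loss of TR-FRET between terbium anti-His antibody on MBNL1-His and streptavidin-XL665 on biotin-(CUG)12. Activity is normalized to buffer-only and uninhibited-complex controls.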
GALK inh: inhibitors of human galactokinase; Potency, µM (series often up to 57.5 µM), for the others: top-dose activity change, negative = inhibition, actives largely listed as inhibitors; AID 1868; hit rate 0.007% among 270,000; Purified GALK, Kinase-Glo residual ATP luminescence; P51570; note: potency is the fitted concentration of half-maximal effect; % is set by controls: 0 for no effect and ±100 for the full control effect
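Kinase-Glo Plus luminescence measured ATP left after a 1 h room-temperature reaction. The reaction used 5 nM GALK, 100 uM galactose and 35 uM ATP at pH 8.0 (20 mM HEPES, 5 mM MgCl2, 60 mM NaCl, 1 mM DTT, 0.01% BSA).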
KCNH2 3.1 block: KCNH2 3.1 (human) potassium channel inhibition; U2OS KCNH2 3.1, thallium flux FluxOr; stronger effect = lower value; activity change, % (tested at about 1.8 µM); hit rate 0.95% among 340,000;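 active = maximum activity change below -70%; inconclusive = maximum activity change from -70% to -50%; inactive = maximum activity change above -50%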;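 note: thallium influx rate constant from kinetic fluorescence after stimulation buffer; % is set by controls: 0 for no effect and ±100 for the full control effect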
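We transduce U2OS cells with the mutant 3.1 virus, culture them overnight, load FluxOr with Red40 quencher for 45 min, then add stimulation buffer and read kinetically for 2 min to derive a normalized rate constant.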
FBPA coupling cs: coupling enzyme interference in Giardia aldolase counter-screen. hit rate 0.67% among 290,000. coupling enzyme system counterscreen, AmpLite Red fluorescence. activity change, negative = inhibition, % at 58.2 µM, hits read low. AID 2472; in the data active = activity change below about -30%; note: % is set by controls: 0 for no effect and ±100 for the full control effect
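Final compound at 57.5 uM, incubated 10 min at RT with coupling enzyme reagent (glyceraldehyde-3-phosphate), then 20 min with substrate and AmpLite Red detection. Fluorescence read at 525/598 nm; tests interference with the coupling assay, not aldolase inhibition.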
TRPV1 agonist: agonists of human vanilloid receptor 1 (TRPV1) | TRPV1-expressing cells, Fluo-8 calcium influx, agonist mode | activation, % at 8.33 µM | hit rate 0.19% among 320,000 | AID 540275; in the data active = activation above about 80%; inconclusive = between about 30% and that limit; note: 0% is about no effect
Target sequence (Q8NER1 whole entry, looked up): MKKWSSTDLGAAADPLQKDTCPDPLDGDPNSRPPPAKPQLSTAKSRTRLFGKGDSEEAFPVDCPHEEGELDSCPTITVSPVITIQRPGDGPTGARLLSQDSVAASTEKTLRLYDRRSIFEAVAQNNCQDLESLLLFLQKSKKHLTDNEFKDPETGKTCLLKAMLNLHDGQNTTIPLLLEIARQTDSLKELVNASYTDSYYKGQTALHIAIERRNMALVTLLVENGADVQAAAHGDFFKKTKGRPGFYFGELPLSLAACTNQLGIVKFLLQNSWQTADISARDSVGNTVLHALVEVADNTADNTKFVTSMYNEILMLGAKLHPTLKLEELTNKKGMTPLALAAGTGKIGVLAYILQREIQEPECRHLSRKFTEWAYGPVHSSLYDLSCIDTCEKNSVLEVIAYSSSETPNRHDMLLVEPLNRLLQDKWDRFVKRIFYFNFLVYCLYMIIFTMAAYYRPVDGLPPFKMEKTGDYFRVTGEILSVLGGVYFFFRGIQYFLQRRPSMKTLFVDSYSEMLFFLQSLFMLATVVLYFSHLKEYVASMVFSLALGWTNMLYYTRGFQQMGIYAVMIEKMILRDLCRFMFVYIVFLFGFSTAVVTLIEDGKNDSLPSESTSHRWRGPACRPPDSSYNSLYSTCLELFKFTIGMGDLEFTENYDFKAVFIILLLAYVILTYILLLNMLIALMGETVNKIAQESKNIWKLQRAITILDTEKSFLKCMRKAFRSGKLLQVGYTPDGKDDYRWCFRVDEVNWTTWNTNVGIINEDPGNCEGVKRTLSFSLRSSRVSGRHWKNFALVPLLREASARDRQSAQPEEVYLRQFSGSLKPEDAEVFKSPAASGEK
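Fluo-8 calcium influx in TRPV1-expressing cells, kinetic read (ex 480/em 520 nm). Compound added and read 3 min for agonist activity, followed by capsaicin at EC20 final and 2 min further read for enhancement.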
MLL CXXC-DNA inh: inhibitors of human MLL CXXC domain-DNA interaction | MLL-CXXC / FITC-HOXA9 DNA fluorescence polarization | AID 2662 | hit rate 0.037% among 290,000 | Potency, µM (highest dose often 115 µM), without a hit: at the top dose activity change, negative = inhibition, hits mostly inhibitors; active = well fitted inhibition curve with a large enough effect in the polarisation, with a control signal flat, not every such curve was filed as active; inconclusive = small, poorly fitted or top-dose-only effect, or effect the other way, or a change in a side signal; inactive = no such curve, though single readings can be large or run the other way; the % refers to the polarisation; note: potency is the fitted concentration of half-maximal effect
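Fluorescence polarization: 7 uM MLL-CXXC (stock) preincubated 5 min with compounds, then 50 nM fluorescein-HOX-A9 DNA (stock) added; 30 min ambient. Buffer 50 mM Tris-HCl pH 7.5, 50 mM NaCl, 1 mM DTT, 0.05% BSA.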
AT treatment: potential ataxia-telangiectasia treatment. […] A-T fibroblasts, KAP-1 phosphorylation AlphaLISA; neocarzinostatin DNA damage 30 min before lysis. Potency, µM (top dose mostly 57.5 µM), for the others: at the top dose activation, most hits filed as activators. hit rate 0.19% among 320,000. AID 485349; note: potency is the fitted concentration of half-maximal effect; % of control where 0% means no effect; nearly all actives have a fitted effect of over 45% in size
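hTERT-immortalized A-T patient fibroblasts ([…]), 500 cells/well in OPTI-MEM, 1% FBS, got compounds for 60 min, then NCS for 30 min at 37C. Lysates were then assayed for phospho-KAP-1 by AlphaLISA (anti-pKAP1 donor, anti-KAP1 acceptor beads), 6 hr at 25C.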
hERG WT inh: inhibitors of human wildtype KCNH2 potassium channel; Q12809; U2OS, BacMam KCNH2, thallium flux FluxOr; stronger effect = lower value; activity change, % at 1.84 µM; hit rate 0.37% among 340,000; AID 720551;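 active = maximum activity change below -70%; inconclusive = maximum activity change between -70% and -50%; inactive = maximum activity change above -50%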; note: % is set by controls: 0 for no effect and ±100 for the full control effect
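U2OS cells transduced with wild-type KCNH2 virus are loaded with FluxOr dye for 45 min, and thallium flux is measured in kinetic reads before and after stimulation buffer. Rate constants are normalized to DMSO controls.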
Numbers without * were called inactive; i = inactive; ? = inconclusive; . = no result given; [ ] = dose if it differs, or a comment. Unless noted, calls come from the whole dose curve; as a rule, active = well fitted curve in the direction sought with a large enough effect; inconclusive = small, poorly fitted or top-dose-only effect, or another doubt; inactive = no such curve, though single readings can be large; an effect the other way counts as inactive or inconclusive.

SMILES	S-ASM inh	Integrin act MD	MBNL1-CUG inh	GALK inh	KCNH2 3.1 block	FBPA coupling cs	TRPV1 agonist	MLL CXXC-DNA inh	AT treatment	hERG WT inh
COc1ccc(NC(=O)C(C)N(c2ccc(C)cc2)S(C)(=O)=O)cc1 (stereo not drawn)	7.4%	5.9%	-6.4%	-0.2%	7.0	-2.4	-7.0	6.5%	1.0%	15.8
CCOC(=O)c1cnn(-c2ccc(C)cc2)c1N	-1.0%	0.2%	-3.7%	2.1%	.	0.3	1.7	3.5%	2.0%	8.0
Cc1ccnc(NC(=O)c2ccc(Cl)cc2Cl)n1	.	.	-0.2%	5.3%	.	1.2	-6.3	-19.2%	4.1%	.
Cc1ccc(N=Nc2c(C)[nH]n(-c3ccccc3)c2=O)c(C)c1	-6.6%	2.3%	?	0.4%	10.6	0.0	-9.4	19.2%	?	-16.6
Brc1cccc(-c2nnc3n2CCCCC3)c1	-2.4%	16.5%	3.0%	-2.7%	-17.2	1.7	19.2	-2.4%	-1.3%	-9.4
CCSC1=N/C(=C\c2ccccc2)C(=O)N1	59.5%[activator]	11.9%	?	-3.3%	7.6	-6.7	10.4	14.3%	-4.3%	-11.7
COc1cc(-c2noc(C)c2C#CCO)cc(OC)c1OC	-5.3%	-4.7%	-4.8%	.	19.4	-0.7	13.1	-0.1%	2.1%	9.8
CCCCC(=O)Nc1ccc(NC(=O)c2ccc3c(c2)OCO3)cc1OC	-2.9%	-12.9%	-5.3%	-3.3%	-4.5	0.7	17.4	9.8%	-2.6%	-17.5
O=C(CC1CCCC1)NCCS(=O)(=O)N1CCN(c2ccccc2F)CC1	1.1%	-1.1%	.	.	-5.3	.	4.3	.	5.4%	-4.6
CCCCN(C(=O)C1CC(=O)N(c2ccc(CC)cc2)C1)c1c(N)n(CCC)c(=O)[nH]c1=O (stereo not drawn)	0.8%	17.8%	.	.	4.9	.	-0.7	.	0.0%	2.0
CCCS(=O)(=O)c1c(S(=O)(=O)CCC)c2c(C)cccn2c1C(=O)N/N=C/c1cc(O)cc(O)c1	-9.7%	-6.5%	-1.1%	8.4%	10.0	1.3	0.7	1.3%	-2.6%	2.5
COc1ccc(C2C(C#N)=C(N)Oc3n[nH]c(C)c32)cc1Cn1nnc2ccccc21 (stereo not drawn)	12.8%	-5.6%	9.6%	9.5%	7.3	-0.1	-1.8	1.4%	2.9%	0.7
NS(=O)(=O)c1ccc(Nc2ncccc2[N+](=O)[O-])cc1	-4.3%	5.5%	?	-0.2%	3.5	-1.7	-3.6	9.2%	-0.8%	-5.3
O=c1[nH]c(CSc2nnc(COc3ccccc3)n2-c2ccccc2)nc2ccccc12	-3.1%	-24.6%	-0.5%	-2.1%	1.1	-2.8	-1.0	15.4%	2.0%	-8.1
O=C(Nc1ccc(-c2nnn(CC(=O)N3CCN(C(=O)c4ccco4)CC3)n2)cc1)c1ccc(F)cc1	-2.9%	-18.5%	-4.6%	1.3%	-3.3	4.4	4.2	3.3%	-5.2%	-17.1
COc1ccc(CNCc2c(O)c(Cl)cc3c(C)c(C)c(=O)oc23)c(OC)c1	i	-10.3%	29.0%	.	4.6	-1.6	-5.9	4.9%	31.9%	-6.8
CCN1CCN(C(=O)Cn2ncc3c2-c2ccccc2OC3)CC1	2.9%	-0.2%	1.5%	0.8%	1.4	-0.7	.	-0.6%	7.3%	4.5
CC(C)Oc1ccc(C(CC(=O)O)NC(=O)CSc2ncn[nH]2)cc1 (stereo not drawn)	3.9%	-0.6%	-11.5%	1.0%	1.9	-3.0	.	-3.9%	1.5%	-8.9
CCN(C[C@H]1N[C@@](Cc2ccccc2)(C(=O)OC)[C@H]2C(=O)N(C)C(=O)[C@@H]12)S(=O)(=O)c1ccccc1	-5.0%	10.5%	.	.	3.4	.	.	.	-3.8%	0.2
COc1ccc(-n2nc(C(=O)NCC(=O)N3CCN(c4ccccc4OC)CC3)c3ccccc3c2=O)cc1OC	-3.2%	-54.5%[inhibitor]	28.9%	4.3%	2.4	0.7	1.8	-5.9%	-2.5%	2.3
CN(CCNC(=O)c1cc2c(-c3ccccc3F)nn(C)c2s1)C1CCCCC1	-3.9%	-68.4%[inhibitor]	-6.4%	.	9.6	0.6	-1.6	?	11.4%	-8.1
OCOCCCn1c(C2CCCN2c2nc(-c3ccc(F)cc3)cs2)nc2cc(Cl)c(N3CCCCC3)cc21 (stereo not drawn)	-29.9%	-27.3%	.	.	-5.6	.	.	.	.	-10.7
FC(F)(F)c1cnc(C(c2ccccc2)c2ncn[nH]2)c(Cl)c1 (stereo not drawn)	-0.8%	24.3%	-9.8%	0.3%	-8.9	-3.7	3.1	4.0%	2.1%	i
O=C(NCc1ccccc1Cl)C1CCCN(C(=O)Nc2ccc(F)cc2)C1 (stereo not drawn)	-4.7%	-14.1%	-1.7%	11.3%	-5.8	1.3	17.4	9.5%	-8.8%	-21.4
COc1ccccc1C(=O)N(C1=NC(C)CS1)c1ccc(Cl)cc1 (stereo not drawn)	-2.2%	-8.3%	-4.7%	6.7%	9.2	-2.8	15.8	-4.0%	7.7%	-7.5

Next part:
SMILES	S-ASM inh	Integrin act MD	MBNL1-CUG inh	GALK inh	KCNH2 3.1 block	FBPA coupling cs	TRPV1 agonist	MLL CXXC-DNA inh	AT treatment	hERG WT inh
O=C(/C=C/c1ccc(Cl)cc1)Nc1ccccc1N1CCOCC1	0.4%	9.2%	.	-0.5%	-8.1	-2.1	13.4	19.7%	1.1%	14.0
CCCCN(C(=O)CSc1nnc(-c2ccc(OC)cc2)n1C(C)C)c1c(N)n(Cc2ccccc2)c(=O)[nH]c1=O	4.9%	-13.4%	-1.8%	.	-5.1	6.2	1.4	2.8%	0.6%	4.0
O=C(c1ccc2c(c1)OCO2)n1nnc2ccccc21	.	.	-8.2%	-0.3%	.	-0.1	-4.0	92.8%[activator]	-6.8%	.
CCN(CC(=O)NCc1cccs1)C(=O)/C=C/c1ccc(OC)c(OC)c1	.	6.1%	.	.	-0.2	.	-0.3	.	2.8%	-5.8
COc1ccc([N+](=O)[O-])cc1NC(=O)c1cccnc1	1.8%	?	?	-0.3%	27.0	8.2	-5.4	-28.2%	5.6%	14.4
CCOc1ccc(NC(=O)Nc2c(C)n(C)n(-c3ccccc3)c2=O)cc1	4.4%	-6.7%	4.3%	-1.8%	-1.7	0.0	2.5	-2.9%	-3.3%	24.8
Cc1ccc(C(=O)Nn2cnnc2)c(Cl)c1	-0.4%	-16.5%	0.0%	-5.7%	-5.0	2.3	3.3	6.8%	-3.8%	-0.5
Cc1cc(=O)oc2c(C)cc(C(C)(C)C)cc12	-3.2%	-11.4%	.	.	21.1	.	.	.	.	-0.1
Cc1ccc(NC(=O)/C=C/c2cccc(C(F)(F)F)c2)cc1	249.7%	-21.8%	-0.3%	-4.7%	-2.2	-0.4	?	-0.4%	1.3%	-3.0
Cc1ccc(OCC(=O)N2CCN(C(=O)c3ccc([N+](=O)[O-])cc3)CC2)cc1	-3.6%	-9.4%	4.0%	1.6%	-9.7	2.8	1.2	-3.4%	4.1%	23.1
O=C(CCN1C(=O)c2ccccc2C1=O)C1=NN[C@@H]2C(=O)N(c3ccc4c(c3)OCCO4)C(=O)[C@H]12	-2.4%	?	?	-1.3%	9.2	2.8	-2.4	-7.3%	9.5%	0.7
O=C(O)c1ccc2c(c1)C(=O)N(c1cccc(-c3nc4ccccc4s3)c1)C2=O	-16.5%	11.5%	7.7%	2.0%	7.4	14.1	-0.9	3.7%	-1.2%	-34.1
COc1ccc(/C=C/C(=O)NC(=S)NNC(=O)c2ccco2)cc1OC	-0.6%	-8.2%	5.6%	-0.8%	7.6	3.1	-3.6	-3.9%	5.6%	12.1
COc1ccccc1NS(=O)(=O)c1cc(NC(=O)C(C)NC(N)=O)ccc1N1CCCC1 (stereo not drawn)	-6.1%	36.7%	.	.	-9.0	.	-0.7	.	-4.4%	1.9
CCCc1cc(=O)[nH]c(SCC(=O)N2CCN(c3ccccc3)CC2)n1	-0.4%	-27.7%	-13.4%	5.3%	-8.6	4.4	1.1	7.1%	.	4.9
CCOCCCNC(=O)c1ccccc1OC1CCN(S(C)(=O)=O)CC1	1.6%	16.3%	2.6%	1.0%	12.5	3.8	-1.1	-6.4%	0.7%	-1.6
O=C1CC(Sc2ccc(Cl)cc2)C(=O)N1Cc1ccncc1 (stereo not drawn)	1.1%	-20.1%	10.9%	.	-2.2	0.3	?	-1.1%	-7.6%	1.6
O=C(N1CCN(c2ccccc2)CC1)C1(c2cccs2)CCOCC1	-0.4%	-5.8%	-8.6%	-0.1%	-0.8	-1.7	0.5	-0.9%	-3.6%	-33.5
